# IDE cell activ = IDE (human) activation, cell-based; P14735; HEK cells, FAbeta-B cleavage, fluorescence polarization; 0% vehicle, 100% cell-free pure enzyme wells; activation, % at 5.96 µM; hit rate 0.073% among 340,000; AID 493087;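 active means activation above the mean of all tested compounds plus 3 SD, set per screening campaign, cut at about 17% in these data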
# VIM-2 inh = blocks Pseudomonas aeruginosa VIM-2 metallo-beta-lactamase; purified VIM-2, nitrocefin hydrolysis, epi-absorbance fluorescence; hit rate 0.89% among 290,000; inhibition, % at 5.6 µM;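 active means inhibition above the mean of all tested compounds plus 3 SD, cutoff set per screening run, cut at about 7.5% in these data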;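 further: red hydrolysis product quenches plate fluorescence so inhibitors raise well fluorescence; 0% = enzyme with DMSO and 100% = DMSO without enzyme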
# p-CIP stab down = compounds decreasing mouse p/CIP protein stability. AID 1984. F442A p/CIP-EGFP cells, EGFP fluorescence, 16 h. hit rate 0.01% among 290,000. decrease of EGFP signal, % at 10 µM. Q05BA5;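 active means EGFP signal decrease of at least 30% at 10 µM or well 3 SD below plate mean, unless failing retest; inactive means the rest, including hits failing retest or dose response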; further: some compounds called inactive have numbers as strong as hits; many of its hits are not listed in these tables
# IMP-1 inh = blocks Pseudomonas aeruginosa IMP-1 metallo-beta-lactamase; AID 1556; inhibition, % at 5.6 µM; hit rate 0.45% among 290,000; purified IMP-1, nitrocefin hydrolysis, epi-absorbance fluorescence;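 active means inhibition above the mean plus 3 SD of all compounds in the same screening run, cut at about 4.5% in these data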;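 further: 0% = IMP-1 with DMSO and 100% = DMSO wells lacking enzyme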
#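 Assay system: purified IMP-1; Quantity: IMP-1 0.2 nM before substrate addition; Medium: HEPES buffer pH 7.1 with ZnSO4 and Brij 35; Incubation: 15 min enzyme–compound preincubation, then 25 min nitrocefin reaction, 25 °C; Signal: fluorescence quenching readout, ex 480/em 530 nm; Controls: DMSO with and without IMP-1; Repeats: singlicate testing.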
# MEKK3 PB1 HTS = modulators (inhibitors or enhancers) of MEK5 binding to human MEKK3 PB1 domain | Q99759 | bead-based flow cytometry, Alexa488-MEK5 binding to MEKK3; actives lie on both sides; 0 = blocked by unlabeled MEK5, 100 = vehicle | binding response (% of control), % at 10 µM | hit rate 1.4% among 290,000 | AID 1529;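 active means binding response more than 3 SD above or below the average of its plate-row segment, actives on both sides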;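 further: Alexa488 bead fluorescence after subtracting the streptavidin-only scavenger bead signal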
# SUMO HTRF inh = blocks human SUMOylation mediated by UBC9. P63279. hit rate 0.36% among 290,000. HTRF SUMOylation assay, SAE1/SAE2 + UBC9, in vitro. inhibition, % at 35 µM; in the data active means inhibition above about 50%, passing the limit was not always enough; further: strong numbers were not always called active
# Target sequence (P63279 whole entry, looked up): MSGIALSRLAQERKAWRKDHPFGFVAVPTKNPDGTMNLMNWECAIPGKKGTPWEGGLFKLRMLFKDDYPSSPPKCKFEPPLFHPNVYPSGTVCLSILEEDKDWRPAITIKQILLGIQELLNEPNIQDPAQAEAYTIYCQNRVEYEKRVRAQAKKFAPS
# DNA FID counter = displaces DNA intercalator in HCV helicase counter-screen | DNA fluorescent intercalator displacement, fluorescence | inhibition, % at 7.9 µM | hit rate 0.17% among 290,000 | AID 1845; in the data active means inhibition above about 37%;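 further: 0% = vehicle and 100% = reference compound; higher means more ethidium bromide displaced from hairpin DNA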
# HCV NS3 hel inh = inhibitors of Hepatitis C virus NS3 helicase. inhibition, % at 10.9 µM. NS3 helicase DNA unwinding, Cy5 molecular beacon fluorescence. hit rate 0.56% among 290,000;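 active means inhibition above the mean of all tested compounds plus 3 SD, set per campaign, cut at about 35% in these data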;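 further: 0% = DMSO wells and 100% = thioflavine S control wells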
#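 test system = hepatitis C virus NS3 helicase domain fragment enzyme | reagent = annealed dual-labelled DNA beacon duplex, ATP-started | times = 1 h at 25 °C | detection = Cy5 fluorescence, 0 and 60 min reads | read-out basis = percent inhibition from t60/t0 fluorescence ratio | control set = DMSO and thioflavine S | replication = one well per compound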
# PHOSPHO1 inh = inhibitors of human PHOSPHO1 phosphatase; hit rate 1.1% among 290,000; inhibition, % at 13.3 µM; recombinant PHOSPHO1, absorbance phosphatase assay; in the data active means inhibition above about 60%
# Target sequence (Q8TCT1 whole entry, looked up): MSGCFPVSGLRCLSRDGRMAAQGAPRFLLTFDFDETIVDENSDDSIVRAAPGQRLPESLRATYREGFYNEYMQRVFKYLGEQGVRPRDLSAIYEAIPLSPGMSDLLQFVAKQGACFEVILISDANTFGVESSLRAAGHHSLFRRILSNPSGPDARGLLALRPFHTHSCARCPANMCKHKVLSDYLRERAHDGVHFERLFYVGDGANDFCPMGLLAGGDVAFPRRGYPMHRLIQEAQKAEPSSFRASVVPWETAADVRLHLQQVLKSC
# * marks the source's active call; other numbers are inactive results; · = not tested or not shown; & = joins results of further samples. Some of the compounds tested; the hit share may differ from the screen's.
SMILES,IDE cell activ,VIM-2 inh,p-CIP stab down,IMP-1 inh,MEKK3 PB1 HTS,SUMO HTRF inh,DNA FID counter,HCV NS3 hel inh,PHOSPHO1 inh
COc1ccc(/C=N/NS(=O)(=O)c2ccc(F)cc2)cc1COc1cc(F)ccc1[N+](=O)[O-],-6,-1.8,1,-3.0,99,8,11,-1,-42
Cc1ccc2cc(C3CC(c4ccco4)=NN3S(=O)(=O)c3ccccc3)c(Cl)nc2c1 (stereo not given),1,0.5,-3,-2.4,92,13,-20,8,-12
CCOC(=O)N1CCN(C(=O)Cc2ccc(C)cc2)CC1,-1,-2.4,-3,-2.6,95,11,-4,8,1
CC1(C)C(=O)NCCN1C(=O)CSc1nccc(-c2ccc(Br)cc2)n1,-2,-6.3,11,-5.8,108,-4,-19,-1,-6
O=C(CCc1nc2ccccc2c(=O)[nH]1)OCC(=O)c1cccc(Cl)c1,3,-1.1,-11,-2.6,98,-2,0,3,-13
COc1cccc(NC(=O)C2CCCN(c3ncnc4c3nc3n4CCCCC3)C2)c1 (stereo not given),1,-0.1,-6,-2.2,101,4,-57,-17,38
O=C(Nc1nccs1)c1cccnc1,5,-3.8,-3,-2.6,103,18,2,4,35
O=S(=O)(Nc1ccc(N2CCCCC2)cc1)c1cccs1,-1,1.9,-1,-4.8,89,23,-4,-1,37
NS(=O)(=O)c1ccc(CCNC(=O)COC(=O)C2CCC2)cc1,-2,0.5,4,0.0,103,8,-3,7,-9
COc1ccc(C(C)(C)C)cc1NC(=O)C1CC=CCC1C(=O)O (stereo not given),2,1.7,2,-1.5,103,-7,5,-4,-16
Cc1ccc(-c2cc(=O)c3cc(C)ccc3[nH]2)cc1,-3,-3.9,0,0.2,109,10,-6,-2,-14
O=C(NCCSCc1ccccc1)c1cc(S(=O)(=O)N2CCOCC2)ccc1F,4,2.6,-8,-2.0,·,3,-13,-4,25
CN1c2ccc([N+](=O)[O-])cc2N(C)C1(C)c1ccccc1 (stereo not given),5,-0.5,-4,-3.8,97,-32,2,16,34
O=C(NC1CCCCC1)c1cc(C(=O)c2ccccc2Br)c[nH]1,1,-4.8,-8,-4.2,105,2,-11,4,34
COc1ccc(C2/C(=C(\O)c3ccc(OC)c(Cl)c3)C(=O)C(=O)N2CCN(C)C)cc1 (stereo not given),8,-0.2,-2,-1.0,106,3,2,-17,-4
Cn1cc(C(=O)C(=O)N2CCCc3ccccc32)c2ccccc21,5,2.2,12,-0.5,93,14,-24,-13,4
CC(C)OCCCN(C)C1CCN(S(=O)(=O)c2ccc(-c3ccc(=O)[nH]n3)s2)CC1,6,2.2,-3,-1.5,92,8,12,-31,28
N#Cc1ccccc1OCCn1cncn1,-2,0.1,-4,0.6,101,4,-7,5,14
C[C@@H]1NC(=O)[C@H](CCC(N)=O)NC(=O)c2cc([N+](=O)[O-])cc(I)c2NCCC[C@@H](C(N)=O)NC1=O,7,-2.9,-14,-1.8,92,-7,-7,7,-11
OC(c1ccccn1)c1c[nH]c2ccccc12 (stereo not given),5,-2.4,8,-3.6,100,14,1,-2,30
CCCCN(C(=O)c1ccc(Cl)c([N+](=O)[O-])c1)c1c(N)n(CCC)c(=O)[nH]c1=O,-2,0.7,5,-2.0,103,3,-11,0,1
COC(=O)c1ccc(C(=O)N2CCCC(Nc3ccc(C(C)C)cc3)C2)cc1 (stereo not given),5,0.1,4,-1.1,98,-9,-32,-8,-8
C=CCn1c(SCC(C)=O)nc2scc(-c3ccc(C)o3)c2c1=O,-1,-1.3,1,-2.6,99,5,-14,-21,-3
O=C(c1ccc(S(=O)(=O)NCc2ccco2)cc1)N1CCN(Cc2ccccc2)CC1,5,-3.7,-8,-1.5,100,24,-19,8,15
COCCN1C(=O)c2ccc(C(=O)Nc3nccs3)cc2C1=O,1,-0.6,-40,-7.0,110,16,-3,-1,-12
# Next part:
SMILES,IDE cell activ,VIM-2 inh,p-CIP stab down,IMP-1 inh,MEKK3 PB1 HTS,SUMO HTRF inh,DNA FID counter,HCV NS3 hel inh,PHOSPHO1 inh
CC(=O)N1CCN(Cc2nc(-c3cccc(Cl)c3)no2)CC1,2,-4.2,-7,-1.2,106,14,-6,7,29
O=S(=O)(NCCOC12CC3CC(CC(C3)C1)C2)c1cccc2nsnc12,9,-1.0,3,-3.6,104,9,-13,4,-2
CCCCN(CCCC)CCNC(=O)CN1C(=O)CSc2ccc(S(=O)(=O)N3CCCCC3)cc21,1,-0.8,-14,-0.9,101,·,29,-13,13
CN1CCN(c2ccc(C(=O)c3ccc(F)cc3)cc2)CC1,6,24*,6,-1.0,94,18,9,-4,10
O=C(C1=C[C@@H]2[C@H]3C(=O)N(c4ccc(Cl)cc4)C(=O)[C@H]3[C@@H](C(=O)c3ccc(Cl)cc3)N2C=C1)c1ccccc1,4,-1.7,-8,-0.7,101,7,-18,18,-8
COC(=O)c1cccnc1NC(=S)NC(C)C,-3,-3.4,2,-2.9,102,-4,-8,-22,-10
O=[N+]([O-])c1ccc(C(O)CN2CCN(Cc3ccccc3)CC2)cc1 (stereo not given),-2,-0.7,-5,-1.8,105,13,3,-1,24
CC(=O)c1c(C)[nH]c(C(=O)N2CCc3ccccc32)c1C,-1,1.2,-12,-2.5,103,12,-6,4,-21
C/C(Cn1nc([N+](=O)[O-])cc1C)=N\NC(=O)COc1ccc(Cl)cc1Cl,7,-4.5,15,-3.7,94,0,2,0,17
CCOC(=O)Cn1c(=O)oc2cc(S(=O)(=O)N3CCCc4ccccc43)ccc21,-1,-2.8,0,-3.2,102,0,-13,-4,-21
CCCn1c(SCC(=O)Nc2c(C)cccc2C)nnc1C(C)C,-5,-0.8,0,-0.4,107,7,-5,0,-36
COc1cc(OC)cc(C(=O)NNC(=O)CCc2ccccc2)c1,2,-3.6,-7,-2.2,104,5,5,1,9
COC(=O)c1ccc(Oc2nc(NC(C)(C)C)nc(N3CCOCC3)n2)cc1,·,-3.0,0,-0.6,101,-2,-11,-1,12
COc1ccc(OCCNC(=O)/C=C/c2ccc([N+](=O)[O-])cc2)cc1,-1,-0.9,5,-2.3,98,3,-1,-2,2
CC(C)C[C@H](NC(=O)OC(C)(C)C)c1nnc(SCc2cccc(F)c2)o1,3,-2.2,-21,-2.9,98,7,-28,-6,-1
COC(=O)c1sc2nc(-c3ccccc3)c3c(c2c1N)CCCC3,5,-4.0,-3,-2.0,101,6,3,2,-40
CC(Oc1ccc2c(c1)oc(=O)c1ccccc12)C(=O)NCC1CCC(C(=O)O)CC1 (stereo not given),3,3.8,-8,-2.3,100,20,-41,-1,34
CCn1c(COc2ccc(=O)n(-c3ccccc3)n2)nnc1SCc1ccc(C)cc1,-2,-4.6,-35,-1.3,102,3,-27,-1,8
COc1ccc(N2CC(NC(=O)N(C)CCC#N)CC2=O)cc1 (stereo not given),6,1.1,4,-0.2,112,10,9,-3,-5
Cc1ccc2oc(C(=O)NCCC3CCCCO3)c(C)c2c1 (stereo not given),-4,-1.7,-9,-3.0,102,0,-43,-2,51
Cn1c(SCc2n[nH]c(=S)n2-c2ccccc2)nnc1-c1ccccc1,6,6.4,-2,-1.2,96,3,-7,47*,-17
CC(C)N1CCC(N2CCN(Cc3ccc(-c4ccc(Cl)cc4)o3)CC2CCO)CC1 (stereo not given),-3,2.2,3,0.2,90,11,13,12,50
CCOc1nc(C)cc(C)c1S(=O)(=O)c1ccc(Cl)cc1,3,-2.1,-1,-0.8,98,6,-15,-7,39
Nc1oc2ccccc2c(=O)c1C=O,-1,-0.5,-2,0.8,88,-22,-5,0,-11
COc1ccc(N2CC(C(=O)Nc3cc(C)on3)CC2=O)cc1 (stereo not given),7,-1.3,-6,-2.0,100,1,-5,3,22
# Following part:
SMILES,IDE cell activ,VIM-2 inh,p-CIP stab down,IMP-1 inh,MEKK3 PB1 HTS,SUMO HTRF inh,DNA FID counter,HCV NS3 hel inh,PHOSPHO1 inh
COC(=O)c1ccc(Cn2cnc3c(cnn3-c3ccc(Cl)cc3)c2=O)o1,3,-2.4,-1,-2.9,101,0,2,-5,0
COc1ccccc1C(O)(C(=O)NN(C)c1ccccc1)c1ccccc1OC,7,-2.1,5,-0.8,99,-2,-13,9,-4
Oc1ccc(/C=N/N2CCN(c3ccccn3)CC2)cc1,-3,-1.7,0,-3.9,103,-10,-7,-11,24
Cc1nn(-c2cc(N3CCOCC3)ccc2N)c(=O)c2ccccc12,4,-1.1,-4,-4.2,106,-10,4,5,14
O=C(Nc1ccc(S(=O)(=O)NC2CCCCC2)cc1)c1ccc(Br)o1,-2,-0.9,-12,1.2,104,-34,-10,-7,-21
O=C(C1CC1)N1CCc2cc(S(=O)(=O)NCCCN3CCCCC3)ccc21,4,6.3,-29,0.0,99,-2,16,10,33
CN(C)C(=O)CSc1nnc2sc3ccccc3n12,-1,-2.0,-4,-2.1,95,-10,-2,1,-1
CCOc1ccc(C2(C)CC(=O)N(C)C2=O)cc1 (stereo not given),-4,-0.5,6,-3.6,105,-12,0,-3,34
COc1ccc2[nH]cc(CCNC(=O)C3CCCO3)c2c1 (stereo not given),10,-3.1,-3,-2.1,96,6,-1,-5,50
O=C(NC(=S)Nc1ccc2[nH]c(=O)[nH]c2c1)c1ccccc1[N+](=O)[O-],0,-4.1,-7,-3.4,101,12,1,3,15
Cc1cc(C)c(C)c(OCCNCc2ccccc2)c1,6,-0.2,-16,-0.9,103,10,22,-37,23
COc1ccc(CNc2nc3ccccc3n2Cc2ccc(C)cc2)cc1OC,2,-2.0,-7,-0.6,100,-26,5,-55,-12
COCCCNc1nc2c(-c3cccc(C(F)(F)F)c3)nnn2c2ccccc12,-1,-0.7,3,-2.2,95,18,2,-2,45
CC1COC2C(O1)N(S(C)(=O)=O)CCN2S(C)(=O)=O (stereo not given),4,-3.0,-9,-2.7,102,1,2,4,-47
O=C(c1ccccc1)c1ccc(N2CCN(C(=O)c3cccc(F)c3F)CC2)c(F)c1,-12,-1.9,-4,-1.0,102,-2,-45,-7,23
Cn1c2ccccc2c2ncn(Cc3ccco3)c(=O)c21,2,-0.9,-3,-6.1,100,29,-10,14,1
COc1ccccc1N1CCN(C2CC(=O)N(c3cccc(Br)c3)C2=O)CC1 (stereo not given),-8,-2.2,10,-0.5,105,2,-29,-3,24
C/C(N)=C(/C#N)C(=O)CSc1nnc(Nc2cccc(C)c2C)s1,5&5,-2.9,-12,-3.0,93,22,-30,-3,39
